# MPTP inh – mitochondrial permeability transition pore inhibitors, primary screen, biochemical, isolated mouse mitochondria, absorbance; Ca2+ swelling absorbance, 30 min; inhibition, % at 10 µM; 360,000 compounds, 1.4% hits;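 active means inhibition of 50% or more, scaled per plate between neutral and stimulator controls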;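 further: 0% = DMSO wells given calcium and 100% = 1 mM EGTA wells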
# Active calls of the source: *. The list is partial; count on the stated rates, not on these rows.
SMILES,MPTP inh
C[C@@H]1CN([C@@H](C)CO)C(=O)c2cc(Br)cnc2O[C@H]1CN(C)Cc1cccnc1,-0.6
COC(=O)Cc1ccc(OC2(C)CCN(Cc3ccc(-c4ccccn4)cc3)C2)cc1 (stereo unspecified),-1.1
CC1=C(C(=O)N2CCOCC2)CC(CC(=O)NC2CCCCC2)C(=O)N1Cc1ccc(C(C)(C)C)cc1 (stereo unspecified),-0.2
CCN(Cc1ccc(Br)s1)C(=O)CSc1nnc(C2CC2)n1C1CC1,1.9
CC1(C(=O)NC2CCc3ccccc32)CCN1CCc1ccccc1 (stereo unspecified),-0.2
C=CCC(NC(=O)N(C)C)(C(=O)OC)C(C)O (stereo unspecified),18.5
CC1(C(=O)NS(=O)(=O)c2cccc(F)c2)CCN1C(=O)Cc1ccccc1 (stereo unspecified),0.2
Cc1onc(-c2ccccc2)c1-c1nnc(COC(=O)c2ccc(F)cc2)o1,0.3
C=CCn1c(SCC(=O)Nc2c(C)n(C)n(-c3ccccc3)c2=O)nnc1-c1ccncc1,-0.2
Cc1cc(F)ccc1C(O)c1ncc(-c2ccc(Cl)cc2)[nH]1 (stereo unspecified),2.4
CC1(C(=O)NCc2ccccc2Br)CCN1C(=O)C1(c2ccc(Cl)cc2)CC1 (stereo unspecified),2.5
C[C@@H]1CN([C@H](C)CO)C(=O)CCCn2nncc2CO[C@@H]1CN(C)C(=O)CCC(F)(F)F,-0.1
CCCCN1C(=O)C(CC(=O)NCCCCc2ccccc2)CC(C(=O)N2CCOCC2)=C1C (stereo unspecified),0.2
O=C(Nc1ccn(CCCN2CCN(c3ncccn3)CC2)c(=O)n1)OCc1ccccc1,-0.7
CCNC(=O)C[C@@H]1CC[C@H]2[C@@H](COC[C@H](O)CN2C(=O)C2CC2)O1,-2.2
O=C(NCc1ccccc1)C1C(c2ccccc2)=Nc2ccccc2N1C(=O)c1cnccn1 (stereo unspecified),-1.3
COc1ccc(C(=O)N2CCCC(c3cc(C(=O)NCc4cccnc4)no3)C2)cc1 (stereo unspecified),0.7
Cc1cc(Br)cn2c(Cc3ccsc3)c(-c3ccccc3)nc12,-0.8
Cc1ccc(CNS(=O)(=O)c2ccc(-n3cccn3)cc2)cc1,0.6
COc1ccc(-c2oc3c(c2C#CC(C)(C)O)C(OCCO)CC3)cc1 (stereo unspecified),0.1
CC1=C(C(=O)N2CCOCC2)CC(CC(=O)NCCCCc2ccccc2)C(=O)N1Cc1ccc(C(C)(C)C)cc1 (stereo unspecified),-0.3
COCCCNC1=C(C#N)C(=O)NC(c2cccc([N+](=O)[O-])c2)S1 (stereo unspecified),0.8
Cc1ccc(S(=O)(=O)N[C@H](CNCc2ccccc2)C(C)C)cc1,-1.2
O=C(Nc1cccc2ccccc12)c1ccc2sc([C@@H]3O[C@H](CO)[C@@H](O)[C@H]3O)nc2c1,-0.9
Cc1cc(Br)cn2c(Cc3ccccc3C(F)(F)F)c(C3CCCCC3)nc12,-0.1
c1ccc(C[C@H]2COc3c4ccccc4nn32)cc1,-2.0
COC(=O)N1CCCCC1c1cc(C(=O)NCc2ccc(Cl)c(Cl)c2)no1 (stereo unspecified),-0.2
CC1(C(=O)Nc2ccccc2)Cc2c(-c3cccc(C(N)=O)c3)ccnc2O1 (stereo unspecified),0.8
COc1ccc(-c2cc(NC=O)c3ncc(-c4cccc(C(C)=O)c4)n3c2)cc1,3.2
CCCCCC(=O)N1C[C@@H](O)[C@H](n2cc(COC(=O)c3ccccc3)nn2)C[C@@H]1c1ccc(C)cc1,1.9
CCCCCCCCN1C(=O)[C@H](CC(=O)NCC2CCCCC2)C[C@@]2(C(=O)OC)CC(C)(C)CC=C12,0.7
CN(C)CCCNc1nc2cc(-c3ccc4c(ccn4C)c3)sc2c(=O)n1C,1.0
COc1cc2oc(=O)cc(CN3CCN(C(C)=O)CC3)c2cc1Cl,-0.7
CC(C)c1ccc(NC(=O)Nc2nnc([C@@H]3C[C@H](O)[C@@H](CO)O3)s2)cc1,1.1
C=CCNc1nc(NCc2cccc(OC)c2)c2sc(-c3ccccc3)cc2n1,5.3
O=C1OCCC1=COCCCCOC=C1CCOC1=O,-0.8
Cc1cc2oc(=O)cc(CN3CCN(c4ccccc4)CC3)c2cc1Cl,0.8
CC(=O)Nc1cc(-c2ccccc2F)cn2c(-c3ccccc3)cnc12,-0.7
COc1ccc(N2C(=O)CC(Sc3nccc(C)n3)C2=O)c(OC)c1 (stereo unspecified),0.1
COC(=O)C[C@@H]1C=C[C@H](NC(=O)c2cnccn2)[C@@H](CO)O1,-1.5

# Structural class: those above with a thiophene ring, fused or not
SMILES,MPTP inh
CCN(Cc1ccc(Br)s1)C(=O)CSc1nnc(C2CC2)n1C1CC1,1.9
Cc1cc(Br)cn2c(Cc3ccsc3)c(-c3ccccc3)nc12,-0.8
CN(C)CCCNc1nc2cc(-c3ccc4c(ccn4C)c3)sc2c(=O)n1C,1.0
C=CCNc1nc(NCc2cccc(OC)c2)c2sc(-c3ccccc3)cc2n1,5.3

# (cont.)
SMILES,MPTP inh
COc1ccc(C(=O)Nc2cccc(NC(C)=O)c2)cc1,1.1
O=C(Nc1ccnn1C1CCN(C(=O)c2cccnc2)CC1)c1cccc(F)c1,-1.1
CN(C)c1ccc(C(=O)C=Cc2ccc([N+](=O)[O-])cc2)cc1,1.0
CC(=O)NC(c1cccc(F)c1)c1nc(-c2ccc(N(C)C)cc2)cs1 (stereo unspecified),-0.1
O=c1[nH][nH]c2c1[C@@H](c1ccc(F)cc1)O[C@H](CCOCc1ccccc1)C2,0.6
CCOC(=O)C1=CCN(S(=O)(=O)c2ccccc2C)C1c1cccc(F)c1 (stereo unspecified),1.2
CCOC(=O)[C@]12CCC=C1N(Cc1ccccc1)C(=O)[C@H](CC(=O)NCc1cccs1)C2,-0.6
O=c1[nH][nH]c2c1[C@H](c1ccc(Cl)cc1)O[C@H](C1CCCC1)C2,-0.2
CCN1C(=O)[C@H]2[C@@H](c3ccc(C)cc3)N[C@]3(CCCN(Cc4ccc(C(F)(F)F)cc4)C3=O)[C@H]2C1=O,-0.6
COCCNC(=O)C1(C)CCCN(Cc2ccc(-n3ccnc3)cc2)C1 (stereo unspecified),0.6
O=C(NCCCN1CCOCC1)c1[nH]c(C(F)(F)F)nc1-c1ccccc1,-1.2
CCc1ccccc1Oc1nc(NCc2ccccc2)nc2ccsc12,1.6
COc1cccc2c(=O)c3c(oc12)CCCC3,4.7
CC1(C(=O)NS(=O)(=O)c2ccc(Cl)cc2)CCN1C(=O)Cc1ccc(Cl)cc1Cl (stereo unspecified),1.0
CCN(CC)C(=O)c1cccc(-c2csc(C(O)c3cccc(OC)c3)n2)c1 (stereo unspecified),3.3
CCn1c(=O)c2[nH]c(SC)nc2n(CC)c1=O,-0.5
O=C(NC1CCCCC1)C(c1cc2ccccc2o1)N1CCOCC1 (stereo unspecified),0.3
C=CCNc1nc2cc(-c3cccc(Cl)c3)sc2c(=O)n1C,1.2
COC(=O)c1ccc2nc(-c3ccc(C)cc3)c(Cc3ccsc3)n2c1,-0.9
CCc1nc2ccc(C(=O)N(C)Cc3ccco3)cn2c1N(C)C(=O)Cc1ccccc1,0.6
CC(=O)c1sc(NC(=O)CCS(=O)(=O)c2ccc(F)cc2)nc1C,0.5
COCCNC(=O)c1ccc(-c2cn[nH]c2)c2ccoc12,0.7
COc1ccc(F)cc1-c1cc(C(=O)NC2CCCCC2)[nH]n1,-0.1
COc1ccc(NC(=O)C2(C)Cc3c(-c4ccc(N(C)C)cc4)ccnc3O2)cc1OC (stereo unspecified),0.4
COc1cc(-c2cc3nc(NCCc4ccncc4)ccn3n2)cc(OC)c1OC,0.1
CC(C)CNC(=O)C1(C)CCCCCN1C(=O)c1csnn1 (stereo unspecified),3.7
COc1cc(NC(=O)c2ccc(-c3cnn(C)c3)c3ccoc23)cc(OC)c1OC,2.3
COc1ccccc1CNc1nc(NCc2ccc(NC(C)=O)cc2)c2sccc2n1,-1.0
Cc1ccc(Cc2c(-c3ccc(Br)cc3)nc3ccc(Br)cn23)cc1,-0.8
CN(Cc1cc(Cl)cc(Cl)c1)[C@H]1C[C@H]2c3[nH]c4ccccc4c3CCN2C(=O)[C@H]1CO,-1.1
CCc1nc2ccc(C(=O)NCc3ccc(OC)cc3)cn2c1N(C)C(=O)Cc1ccccc1,0.7
CCc1nc2ccc(C(=O)N(C)CCN(C)C)cn2c1N(C)CCC(C)C,0.5
O=C(NCC1CCOCC1)c1cccc2c(-c3cccnc3)coc12,-2.1
CC1=C(C(=O)N(C)C)CC(CC(=O)NCc2cccs2)C(=O)N1Cc1ccccc1 (stereo unspecified),-2.0
COc1ccc(C(=O)N2CCCCC2c2cc(C(=O)Nc3ccc(OC)cc3C)no2)cc1 (stereo unspecified),-0.3
CS(=O)(=O)Nc1ccccc1-c1ccc2nccn2c1,0.1
CC(C)c1ccc(CC(=O)N2CCC2(C)C(=O)NS(=O)(=O)c2cccc(OC(F)F)c2)cc1 (stereo unspecified),-0.2
Cc1ccccc1-c1cnc(C(O)c2ccc(Cl)cc2)[nH]1 (stereo unspecified),2.3
C[C@@H]1CN([C@@H](C)CO)C(=O)c2cc(Br)cnc2O[C@H]1CN(C)C(=O)NC1CCCC1,-0.3
OC(c1ccc(F)c(F)c1)c1ncc(-c2cccc(F)c2)[nH]1 (stereo unspecified),-0.6
C[C@H](c1ccccc1)N1C[C@H](COCc2ccccc2)Oc2cc(N3CCC[C@H]3C(N)=O)ccc2S1(=O)=O,-2.5
COc1cccc(C(C(=O)NCc2ccccc2)N2CCN(c3ccccc3F)CC2)c1OC (stereo unspecified),-2.7
Cc1ccc(S(=O)(=O)N(C)C[C@H]2OCc3cnnn3CCCC(=O)N([C@@H](C)CO)C[C@H]2C)cc1,-1.1
CN(C)CCN(C(=O)C1CCCCC1)c1nc2cc3c(cc2s1)OCCO3,0.4
CCSc1nnc(NC(=O)C2CCCN(C(=O)c3ccc(Cl)cc3)C2)s1 (stereo unspecified),-0.2
CCc1nc2ccc(C(=O)NCCN3CCOCC3)cn2c1N(C=O)Cc1ccc(OC)cc1,1.1
C[C@@H]1CN([C@H](C)CO)C(=O)c2cc(NC(=O)Nc3ccc(F)cc3)ccc2O[C@@H](C)CCCCO[C@H]1CN(C)Cc1ccc(C(=O)O)cc1,-0.8
CC1(C(=O)NS(=O)(=O)c2cccc(C#N)c2)CCN1C(=O)c1ccc(C2CCCCC2)cc1 (stereo unspecified),-0.1
NS(=O)(=O)c1ccc(CCNC(=O)C2CCCN2C(=O)c2cccs2)cc1 (stereo unspecified),-0.1
COc1ccc(S(=O)(=O)N2CCOCC2)cc1C(=O)Nc1cccc(C(=O)NC2CC2)c1,-2.0
CCOC(=O)C1(C(=O)OCC)COC(=O)C1CN1Cc2cc3ccccc3nc2C1 (stereo unspecified),0.5
COc1ccc(C(C)=NNS(=O)(=O)c2ccc(C)cc2)cc1OC,0.3
CCCS(=O)(=O)NC(=O)C1(C)CCCN(C(=O)c2ccnc(Cl)c2)C1 (stereo unspecified),-0.3
O=C(Nc1cccc(C(F)(F)F)c1)c1csc([C@@H]2O[C@H](CO)[C@H](O)[C@H](O)[C@H]2O)n1,-1.4
O=C(OCCOc1ccccc1)c1cc(S(=O)(=O)N2CCOCC2)c(Cl)cc1Cl,1.0
CC1(Cc2cccc(C#N)c2)C(=O)Nc2c(Cl)cccc21 (stereo unspecified),0.7
CCOC(=O)[C@]12CCCC=C1N(Cc1ccccc1)C(=O)[C@H](CC(=O)NCc1ccccc1)C2,0.3
Brc1ccc2nc(C3CCCCC3)c(Cc3ccsc3)n2c1,0.9
CCC(CC)C(C(=O)NCc1ccccc1)N1CCN(c2cccc(C)c2C)CC1 (stereo unspecified),0.2
COc1ccccc1-c1cnc(C(O)c2ccc(C)cc2)[nH]1 (stereo unspecified),1.9

# The listing continues:
SMILES,MPTP inh
O=C(NCC(F)(F)F)C1C(=O)Nc2ccccc2C(=O)N1C1CCCC1 (stereo unspecified),0.3
CC1(C(=O)NS(=O)(=O)c2cccc(F)c2)CCN1C(=O)C1(c2ccc(Cl)cc2)CCC1 (stereo unspecified),-0.4
COC(=O)[C@]12CCCCC=C1N(Cc1ccc3c(c1)OCO3)C(=O)[C@H](CC(=O)N1CCN(C(=O)C3CC3)CC1)C2,-2.0
C[C@@H]1CN([C@H](C)CO)S(=O)(=O)c2ccc(C#CC3CCCC3)cc2O[C@H]1CN(C)C(=O)Cc1ccccc1,0.0
CS(=O)(=O)Nc1cccc(NC(=O)c2cccc3c(-c4ccc(F)c(F)c4)coc23)c1,3.0
COc1ccc(NC(=O)CN(C)C(=O)c2ccc3c(c2)CC(c2ccccc2)OC3=O)cc1 (stereo unspecified),0.4
COc1ccc(F)cc1-c1cc(C(=O)NCc2ccccc2)[nH]n1,-0.3
CC(C)C1C(=O)N(Cc2cn(CCC3OCCO3)nn2)CCS(=O)(=O)N1Cc1ccc(-c2ccc(F)nc2)cc1 (stereo unspecified),0.0
CC(C)C(N)c1csc(Nc2nncc3ccccc23)n1 (stereo unspecified),2.1
C[C@@H](c1ccccc1)N1C[C@H](COCc2ccccc2)Oc2cc(N3CC[C@H](O)C3)ccc2S1(=O)=O,0.2
C=C1C2=C(C(=O)N1OC)[C@@H](O)[C@@](C)(O)[C@@H](CCCCC)O2,0.1
c1ccc2c(c1)nc(N1CCCCCC1)c1nncn12,-1.4

# Retrieved one by one from the entries so far (6):
SMILES,MPTP inh
COc1ccc(F)cc1-c1cc(C(=O)NCc2ccccc2)[nH]n1,-0.3
CC(C)C(N)c1csc(Nc2nncc3ccccc23)n1 (stereo unspecified),2.1
C[C@@H]1CN([C@H](C)CO)S(=O)(=O)c2ccc(C#CC3CCCC3)cc2O[C@H]1CN(C)C(=O)Cc1ccccc1,0.0
CC1(C(=O)NS(=O)(=O)c2cccc(F)c2)CCN1C(=O)C1(c2ccc(Cl)cc2)CCC1 (stereo unspecified),-0.4
CC(C)C1C(=O)N(Cc2cn(CCC3OCCO3)nn2)CCS(=O)(=O)N1Cc1ccc(-c2ccc(F)nc2)cc1 (stereo unspecified),0.0
O=C(NCC(F)(F)F)C1C(=O)Nc2ccccc2C(=O)N1C1CCCC1 (stereo unspecified),0.3

# 3 entries from above, ordered by the number in MPTP inh, rising.
SMILES,MPTP inh
COC(=O)[C@]12CCCCC=C1N(Cc1ccc3c(c1)OCO3)C(=O)[C@H](CC(=O)N1CCN(C(=O)C3CC3)CC1)C2,-2.0
COc1ccc(F)cc1-c1cc(C(=O)NCc2ccccc2)[nH]n1,-0.3
C=C1C2=C(C(=O)N1OC)[C@@H](O)[C@@](C)(O)[C@@H](CCCCC)O2,0.1
